# Measles CPE – protection of cells from measles virus. protection (pct of control), % at 4 µM. 1.5% of 140,000 active. Measles virus-infected cells, CPE protection, absorbance; in the data active means protection mostly above about 24%, no sharp cut-off; inactive means mostly below about 26%; further: some compounds called inactive have numbers as strong as hits
# Phagocytosis inh – inhibitors of macrophage phagocytosis; J774A.1 macrophage IgG-bead phagocytosis, imaging; inhibition, % at 5 µM; 0.07% of 110,000 active; AID 1029;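 active means inhibition above the mean of the plate negative controls plus 5 SD, cut at about 13% in these data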;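 further: phagocytic index as fraction of beads internalized from green versus red external bead signal; plate controls were DMSO negative control for no effect and cytochalasin-D positive control for full effect; some results beyond the cut were filed as inactive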
# Yeast life ext – yeast lifespan extension. S. cerevisiae growth with nicotinamide, OD615; deaD strain in restrictive glucose medium. inhibition of the nicotinamide effect, % at 10 µM. 0.68% of 130,000 active. AID 775;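 active means inhibition above a set limit, placed 3 SD over the median of all compounds, cut at about 26% in these data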;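 further: 0% = nicotinamide-treated wells and 100% = cells grown without nicotinamide; some compounds called inactive have numbers as strong as hits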
#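 Measured by: optical density (absorbance) at 615 nm; System: modified budding yeast, DeaD strain; Medium: restrictive CSMM-D dextrose medium; Timing: 4 h preincubation then 48 h treatment at 30 °C.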
# GALR2 blocker – GALR2 (human) receptor antagonism; O43603; GALR2-expressing cells, antagonist mode; inhibition, % at 4 µM; 0.39% of 140,000 active; in the data active means inhibition above about 27%;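 further: cells stimulated with galanin 1-16 at roughly its EC80; 0% = agonist challenge control and 100% = basal control without agonist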
# Target sequence (O43603 whole entry, looked up): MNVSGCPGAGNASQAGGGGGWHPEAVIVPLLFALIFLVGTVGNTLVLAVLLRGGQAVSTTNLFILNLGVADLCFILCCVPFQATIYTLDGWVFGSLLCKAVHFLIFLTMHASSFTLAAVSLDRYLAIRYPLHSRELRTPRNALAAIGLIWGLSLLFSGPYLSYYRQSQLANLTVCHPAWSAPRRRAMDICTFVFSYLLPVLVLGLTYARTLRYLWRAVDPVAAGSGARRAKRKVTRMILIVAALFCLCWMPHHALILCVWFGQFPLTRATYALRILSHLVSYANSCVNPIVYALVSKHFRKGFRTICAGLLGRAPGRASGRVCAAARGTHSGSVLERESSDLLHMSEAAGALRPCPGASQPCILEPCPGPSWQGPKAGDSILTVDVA
# E-sel TNF inh – TNF alpha driven E-selectin expression inhibition | inhibition, % at 2 µM | HUVEC TNFa-induced E-selectin immunofluorescence, high content | 0.71% of 120,000 active;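 active means inhibition above the batch mean plus 3 SD, and confirmed as a hit on visual image review, cut at about 43% in these data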;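 further: 0% = TNF-stimulated DMSO wells and 100% = unstimulated control wells; not every result past the cut was called active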
# bCat KO growth – beta-catenin-lacking colon tumor cell growth suppression; HCT116 beta-catenin knockout viability, CellTiter-Glo, 60 h; hits give low values; viability, % at 10 µM; 1.5% of 140,000 active; AID 818;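 active means viability at or under a set limit, the compound median less 4 SD, cut at about 6% in these data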;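 further: 0% = Hyamine 1622 control at 20 µM and 100% = untreated cell control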
# HCT116 PTEN-null – suppresses growth of cells with PTEN deletion; viability, % at 10 µM; HCT116 PTEN-null viability, CellTiter-Glo, 60 h; hits give low values; 1.2% of 140,000 active;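 active means viability at or below a set limit, 4 SD under the median of all tested compounds, cut at about 3.7% in these data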;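 further: PTEN knockout HCT116 line with beta catenin targeted HCT116 as companion control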
# NPY Y2 blocker – NPY-Y2 (human) receptor antagonism. 0.99% of 140,000 active. inhibition, % at 2.7 µM. P49146. NPY-Y2 expressing cells, antagonist mode; in the data active means inhibition above about 17%;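 further: 0% = vehicle with agonist challenge and 100% = reference antagonist with challenge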
# Target sequence (P49146 whole entry, looked up): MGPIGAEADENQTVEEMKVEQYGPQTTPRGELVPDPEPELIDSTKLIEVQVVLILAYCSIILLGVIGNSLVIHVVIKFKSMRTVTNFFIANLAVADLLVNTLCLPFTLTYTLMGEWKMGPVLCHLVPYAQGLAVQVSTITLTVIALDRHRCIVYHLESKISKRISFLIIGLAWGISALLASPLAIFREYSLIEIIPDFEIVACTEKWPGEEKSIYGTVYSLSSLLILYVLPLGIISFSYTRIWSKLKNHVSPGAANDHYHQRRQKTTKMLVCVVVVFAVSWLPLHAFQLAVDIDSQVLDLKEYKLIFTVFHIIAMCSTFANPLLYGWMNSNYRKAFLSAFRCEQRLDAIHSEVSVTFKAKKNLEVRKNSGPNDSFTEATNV
# BB579 growth dn – yeast BB579 growth reduction in restrictive medium | S. cerevisiae BB579 growth, OD615, 48 h | inhibition, % at 10 µM | 0.51% of 140,000 active | AID 804;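 active means inhibition above a set limit, 3 SD over the mean compound inhibition, cut at about 44% in these data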; further: inactives centre near -24
#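 System: Saccharomyces cerevisiae DeaD strain BB579, replicative lifespan model yeast | Buffer or medium: Restrictive glucose-based CSMM-D medium | Times: 4 h preincubation and 48 h exposure at 30 °C | Detection: OD615 turbidity measurement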
# MRP1 act – activators of MRP-1. H69AR cells + doxorubicin, viability rescue, CellTiter-Glo. viability increase, % at 10 µM. 0.61% of 140,000 active. AID 799;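 active means viability gain under doxorubicin at or above a set limit, the compound median plus 3 SD, cut at about 4.7% in these data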;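 further: MRP-1 overexpressing cells given doxorubicin 25 µM after compound pretreatment; 18-22 h compound pretreatment then 72 h with doxorubicin before readout; 0% = doxorubicin-only wells and 100% = vehicle-treated cells without doxorubicin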
# * = called active by the depositor; . = no result given; & = joins results of further samples.
nr	SMILES	BB579 growth dn	HCT116 PTEN-null	Phagocytosis inh	E-sel TNF inh	NPY Y2 blocker	bCat KO growth	MRP1 act	GALR2 blocker	Measles CPE	Yeast life ext
1	NC(=S)N/N=C/c1ccc(-c2cc(Cl)cc(Cl)c2)o1	-60	85	-1	21	3	80	-1.0	8	11	-21
2	CC1Cc2ccccc2N1C(=O)CSc1nnc2n1C(C)(C)Cc1ccccc1-2 (stereo not given)	-13	82	0	-1	1	65	-1.0	-1	2	-5
3	CCOC(=O)C1C(=O)C=C(c2cccs2)CC1c1ccccc1 (stereo not given)	8	68	-11	-10	-1	71	-1.8	-25	7	6
4	Cc1ccc2[nH]c(=O)c3cc(C(=O)N(CCCOC(C)C)Cc4ccco4)sc3c2c1	-22	51	1	.	4	57	-0.7	-17	2	-10
5	COc1ccccc1/C=C/CN1CCN(c2ccccc2)CC1	-39	91	-1	-6	4	90	0.1	-4	3	-2
6	Cc1ccc(SCC(=O)Nc2cccc(NC(=O)c3ccco3)c2)cc1	-49	81	.	6	3	86	-4.1	4	9	-14
7	O=c1[nH]c(=O)n(CCO)c2nnn(Cc3ccccc3)c12	-15	94	-1	25	1	100	-2.9	4	30*	-3
8	CCCc1cc(=O)n2[nH]c(CCc3ccccc3)nc2n1	-4	93	-1	6	0	93	-3.4	3	3	-17
9	O=C(C1=C(O)C(=O)N(Cc2ccccc2)C1c1ccco1)c1ccco1 (stereo not given)	-28	100	.	-20	0	91	0.4	3	4	-15
10	COc1cc(OC)c(C2C(C(=O)Nc3ccccc3)=C(C)Nc3ncnn32)cc1OC (stereo not given)	-28	100	0	.	1	93	-2.7	6	15	2
11	CCOc1ccc2[nH]c(C)c(CN3CCCCC3)c(=O)c2c1	7	92	-2	.	0	84	-2.8	-9	3	-20
12	CCN(CC)C(=O)C1CCN(Cc2ccc(Br)cc2)CC1	-37	94	0	12	2	100	0.0	-12	20	0
13	Cc1cc(OCc2nc(-c3cccs3)no2)cc(C)c1Cl	-21	96	0	.	9	89	1.0	-8	9	-13
14	CCC(C)NS(=O)(=O)c1cccs1 (stereo not given)	-24	113	1	-5	3	91	-0.3	-6	6	-4
15	CCOC(=O)NC(=S)c1ccc[nH]1	-44	96	-5	.	-1	101	-2.1	0	9	1
16	CC(C)N=c1scc(-c2ccco2)n1/N=C/c1ccc(O)c(O)c1	92*	72	.	.	-6	77	-7.0	14	5	-30
17	c1ccc(CC2CNc3ccccc3CN2)cc1 (stereo not given)	-13	93	-2	-46	6	98	-1.5	13	3	-1
18	Cc1ccc(Cl)cc1NC(=O)C(Cc1ccccc1)N1C(=O)C2C3CCC(C3)C2C1=O (stereo not given)	-36	70	-12	.	6	82	0.3	10	4	9
19	O=C(Nc1ccc2ccccc2c1)c1ccc(NS(=O)(=O)c2ccc(Br)s2)cc1	-19	80	-12	.	1	79	-3.5	7	38	-2
20	CCC(CC)NC(=O)COC(=O)c1cc(Br)ccc1Cl	5	100	-10	-2	6	97	-0.4	-8	17	-1
21	Cc1cccc(C)c1NC(=O)CSCCO	-31	97	-1	-13	4	105	0.3	-9	52	-5
22	O=C(C1CCN(S(=O)(=O)c2cccs2)CC1)N1CCCCCC1	-11	88	0	17	0	94	-1.1	0	0	-4
23	O=C(NC1CCC(NC(=O)C(F)(F)C(F)F)CC1)C(F)(F)C(F)F (stereo not given)	-35	95	1	-6	0	95	0.0	8	2	-8
24	COc1ccc(OC)c(NC(=O)C(CC(C)C)NC(=O)C2CCCCC2)c1 (stereo not given)	-36	93	-2	.	6	89	-0.6	-5	2	-3
25	COc1ccc2[nH]c(=O)c(CN(Cc3nnnn3Cc3ccco3)C3CCCCC3)cc2c1	-17	67	-1	.	0	76	-1.7	-1	7	-8

# Some of these compounds in order of their number in Yeast life ext, ascending:
cpd | smiles | Yeast life ext
23 | O=C(NC1CCC(NC(=O)C(F)(F)C(F)F)CC1)C(F)(F)C(F)F (stereo not given) | -8
14 | CCC(C)NS(=O)(=O)c1cccs1 (stereo not given) | -4
24 | COc1ccc(OC)c(NC(=O)C(CC(C)C)NC(=O)C2CCCCC2)c1 (stereo not given) | -3

# The list continues.
nr	SMILES	BB579 growth dn	HCT116 PTEN-null	Phagocytosis inh	E-sel TNF inh	NPY Y2 blocker	bCat KO growth	MRP1 act	GALR2 blocker	Measles CPE	Yeast life ext
26	COc1cc(O)oc1C=Nc1ccc(C(F)(F)F)cc1	-10	82	.	-12	-1	89	0.5	-6	3	-29
27	COc1ccc(NC(=O)CSC2=NC(=O)CC(C)=N2)cc1	-51	104	.	-9	3	98	-0.2	-4	17	-4
28	C/C(CC(=O)Nc1ccc(OCc2ccccc2)cc1)=N\NC(=O)C(=O)Nc1cccc(C)c1	-7	87	-6	.	-3	66	-5.0	22	6	-6
29	Cc1cccc(NC(=O)CCSc2nnc(Cc3ccccc3)o2)c1	4	93	-1	.	4	99	-0.8	4	16	-3
30	CS(=O)(=O)N(CC(=O)NCc1ccc2c(c1)OCO2)Cc1ccccc1	-6	97	1	-10	-1	94	-3.2	2	7	-4
31	C=CCNC(=O)c1onc(CSc2ccccc2F)c1C(=O)O	-26	87	.	13	18*	89	-0.7	1	15	-6
32	COC(=O)[C@H](C)NC(=O)Nc1cc(Cl)ccc1C	30	87	-1	8	3	85	0.1	-16	3	10
33	O=c1c(Cc2ccc(F)cc2)c(O)ccn1Cc1ccc(Cl)cc1Cl	-67	104	0	-8	3	91	0.5	14	12	-5
34	Cc1ccc2c(NC(=O)C3CC3)cccc2n1	-22	95&96	-2	-17	0	85	-0.5	-4	5	-9
35	Cc1ccc(S(=O)(=O)Nc2ccccc2CNc2ccccn2)cc1	-28	86	-9	.	3	88	-3.0	1	17	2
36	Cc1scc(C(=O)Nc2ccon2)c1-c1ccccc1	-22	74	-3	5	3	85	-1.5	-7	2	-16
37	Cc1cccc(C(=O)NC2CC3CCCC(C2)N3C(=O)NC2CCCCC2)c1 (stereo not given)	-15	97	0	-48	2	90	-2.5	6	16	-6
38	O=C(/C=C/c1ccc(F)cc1)N1CCCN(C(=O)/C=C/c2ccc(F)cc2)CC1	-29	83	1	.	2	87	-1.9	0	3	0
39	Cc1onc(-c2ccccc2Cl)c1C(=O)NCc1ccco1	-21	81	.	-3	0	81	-4.0	-7	10	-18
40	O=C(CCC1CCCCC1)NC1=NCCS1	1	96	1	.	2	100	0.5	0	8	2
41	COc1ccc(/C(N)=N/O)cc1O	-31	99	.	.	1	101	-0.9	10	5	24
42	COc1ccc(-c2cc(C(F)F)n3ncc(C(=O)N4CCSCC4)c3n2)cc1	-22	83	-1	-14	6	78	-3.9	-2	6	-25
43	CC(=O)C1=C(O)C=C(c2ccco2)CC1c1ccco1 (stereo not given)	-34	86	.	-16	9	89	-2.5	-1	10	-11
44	COc1ccccc1CNC(=O)c1ccc(CNc2c(N3CCCC3)c(=O)c2=O)cc1	7	97	1	-9	3	90	-0.2	12	8	-11
45	CCCCc1c(O)c2ccccc2n(CCCC)c1=O	-38	95	-1	5	6	95	-1.9	-3	6	0
46	CC1(C)[N+]([O-])=C2C(=[N+]([O-])C1(C)C)c1ccccc1/C2=N\O	-18	113	1	9	-2	106	0.6	-1	23	-8
47	Cc1ccc(CNC(=O)C(NS(=O)(=O)c2cccs2)C(C)C)cc1 (stereo not given)	-30	95	-1	.	1	90	-0.6	-19	10	-2
48	COC(=O)COc1ccc(S(=O)(=O)Nc2ccc3c(c2)OCO3)cc1	-65	99	10	-30	-2	93	-1.3	10	4	-3
49	N#Cc1cnn(-c2ncnc3sc(-c4ccccc4)cc23)c1N	-7	89	0	-9	-2	88	-0.1	4	1	-8
50	COc1ccc2c(c1)c(C(=O)N1CCN(C)CC1)c(C)n2-c1ccccc1	20	99	-1	2	5	98	-0.9	6	23	-4
51	CC1CCN(C(=O)c2ccc(CSc3ccc(Cl)cc3)cc2)CC1	-46	62	-7	.	10	58	-2.4	5	31	-2
52	[N-]=[N+]=NC1C[C@H](n2ccc(=O)[nH]c2=O)O[C@@H]1CO (stereo not given in full)	-15	1.0*	.	.	2	1.1*	-2.0	0	3	1
53	CCN(CC)CCCN1C(=O)c2oc3ccccc3c(=O)c2C1c1cccnc1 (stereo not given)	-18	93	0	.	2	96	-2.7	5	2	7
54	Cn1c(Cl)c(/C=N/OC(=O)c2cccc(Cl)c2)c2ccccc21	-9	79	0	.	2	95	-3.2	-5	12	-5
55	COCc1cc(/C=N\NC(=O)COc2ccc(Cl)cc2)ccc1OC	-37	95	-3	.	9	91	0.1	1	22	0
56	O=C(CSc1nc2ccccc2s1)Nc1cc(S(=O)(=O)N2CCOCC2)ccc1O	-14	101	1	.	5	97	1.6	8	13	-5
57	COc1ccc(CCNC(=O)CCNS(=O)(=O)c2cccc3nonc23)cc1OC	-71	103	-1	13	-1	100	-1.1	-10	9	3
58	COC(=O)c1c(NC(=O)C2CC2)sc2c1CCN(C(C)=O)C2	-2	89	2	41	1	87	-2.6	-6	9	-8
59	O=Cc1ccccc1Oc1ccccc1	-35	93	-1	4	-1	91	-4.8	-7	4	3
60	COc1cc(CC(=O)Nc2ccc(Cl)c(C(F)(F)F)c2)cc(OC)c1OC	-50	55	-4	3	0	50	-4.1	6	5	-4
61	Cc1ccc(SCCNC(=O)c2ccccc2C)cc1	-17	97	-1	7	2	90	1.3	2	6	40
62	CCOC(=O)CCC(=O)N1CCOCCOCCN(C(=O)CCC(=O)OCC)CCOCCOCC1	-26	107	1	-1	6	94	0.7	-3	6	-5
63	CC1CCCCN1S(=O)(=O)c1cnc(Cl)c(Br)c1 (stereo not given)	15	63	-2	.	2	53	-4.3	13	22	11
64	COc1cc(/C=C/c2noc(-c3ccccc3O)n2)cc(OC)c1OC	-12	75	-1	.	4	71	-2.7	8	28	4
65	CCCc1cc(=O)[nH]c(SCC(=O)c2cc(C)n(CCOC)c2C)n1	-12	96	-1	7	12	94	-2.6	6	14	-2
66	CCOC(=O)c1cc(=O)c2c([N+](=O)[O-])ccc(OC)c2o1	-33	95	-3	.	-1	92	-2.1	-2	10	2
67	COc1ccc(CCN(Cc2cccs2)S(=O)(=O)c2ccc(S(=O)(=O)N(C)C3CCCCC3)cc2)cc1OC	-48	76	-7	37	1	69	0.9	2	14	-1
68	O=C(Nc1ccc(Cl)cc1)OCc1cncs1	-22	78	8	5	2	73	-0.1	-2	4	-21
69	CC(=O)Oc1ccc(Cn2cnc3cc4ccccc4cc32)cc1	-30	85	.	-4	1	91	-3.9	20	7	.
70	COc1cccc(C(c2c(NC(=O)c3ccccc3)sc(C)c2C)N2CCN(C)CC2)c1 (stereo not given)	-32	17	-4	-6	1	15	-1.2	-1	9	9
71	O=C1c2ccccc2C(Nc2cccnc2)N1Cc1ccccc1Cl (stereo not given)	-1	92	0	4	0	91	-4.1	10	5	1
72	c1cc(-c2nn[nH]n2)ccc1CN1CCCCC1	3	96	-1	.	-1	95	-0.3	-5	4	1
73	COc1ccc(CCC(N)=O)cc1OC	-36	91	0	27	-1	108	-1.1	-2	27*	-12

# Screening data: PubChem BioAssay, several laboratories
